Screens as filed in PubChem BioAssay.
CSN deneddyl inh: inhibitors of human CSN-mediated cullin deneddylation; AID 651999; Purified CSN, SCF-Nedd8-OG deneddylation, fluorescence polarization; hit rate 0.38% among 360,000; inhibition, % at 12.5 µM;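 active = pattern-corrected inhibition above about 35%, with an unprinted fluorescence ratio check between 0.5 and 1.5, limit read from the data, passing the limit was not always enough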;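 also: 0% = enzyme with substrate and 100% = substrate without enzyme; some results filed as inactive read as strong as hits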
Target sequence (Q92905 whole entry, looked up, one chain of several): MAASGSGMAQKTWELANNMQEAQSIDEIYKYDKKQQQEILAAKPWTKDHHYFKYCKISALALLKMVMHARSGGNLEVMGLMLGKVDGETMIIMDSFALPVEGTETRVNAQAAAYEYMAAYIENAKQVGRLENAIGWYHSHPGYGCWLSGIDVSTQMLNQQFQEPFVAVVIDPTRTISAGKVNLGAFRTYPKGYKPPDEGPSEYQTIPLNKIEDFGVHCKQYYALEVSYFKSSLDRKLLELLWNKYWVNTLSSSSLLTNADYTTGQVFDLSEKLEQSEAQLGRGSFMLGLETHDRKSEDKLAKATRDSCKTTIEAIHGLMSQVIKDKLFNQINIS
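Material: human Csn5 produced in HEK293T cells; Input: enzyme 0.24 nM; Reagent: SCFSkp2-Nedd8OG substrate at 10 nM final; Dosing: 12.5 µM compound; Incubation: 90 min reaction at room temperature; Detection: fluorescence polarization of the substrate; Evaluation: % inhibition of substrate cleavage by Csn5; Control set: substrate-only high control, full reaction low control.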
NadD block: inhibitors of Staphylococcus aureus NadD; hit rate 0.78% among 360,000; purified NadD enzyme, colorimetric absorbance read-out; inhibition, % at 20 µM; in the data active = inhibition above about 26%; also: some compounds past the cut are filed as inactive
LMPTP block: LMPTP (human) inhibition; recombinant LMPTP-A, OMFP fluorogenic substrate, fluorescence intensity; inhibition, % at 20 µM; hit rate 0.22% among 360,000; AID 651560;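 active = compounds that cut the enzyme signal by at least half of the control window in the single-dose screen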;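 also: plate controls were DMSO wells with enzyme plus substrate for no effect and substrate without enzyme for full effect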
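test system = LMPTP-A | amount = 0.625 nM LMPTP-A final | reagent = fluorogenic phosphatase substrate OMFP at 400 µM final | incubation = 50 min at room temperature | benchmarks = no-enzyme low control, uninhibited high control | medium = Bis-Tris pH 6.0, DTT, detergent | signal = fluorescence intensity of OMFP turnover product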
DNMT1 inh: inhibitors of human DNMT1. DNMT1 molecular beacon, Hinp1I cleavage, fluorescence. inhibition (reported as % activation of signal), % at 10 µM. hit rate 0.83% among 360,000; in the data active = inhibition above about 50%
Neddyl block: inhibitors of human cullin neddylation; P61081+Q13564; TR-FRET cullin neddylation, biochemical; calls only at 25 µM; hit rate 0.58% among 360,000; AID 651699; in the data active = inhibition above about 36%
STEP inh: blocks human striatal-enriched tyrosine phosphatase; P54829; recombinant STEP, OMFP fluorogenic substrate, fluorescence; inhibition, % at 20 µM; hit rate 0.25% among 360,000;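 active = inhibition at 20 µM, scaled per plate between control wells, above about 37%, limit read from the data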;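 also: 0% = DMSO with enzyme and substrate and 100% = substrate only without enzyme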
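Also added – OMFP at 25 µM · Test system – STEP tyrosine phosphatase · Technique – FITC-channel fluorescence of OMFP product · Schedule – 20 min at room temperature, dark · Evaluation – control-normalized % inhibition with plate pattern correction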
Rin1-Abl PPI inh: inhibitors of human Rin1-Abl protein interaction | P00519+Q13671 | TR-FRET Rin1/Abl binding, biochemical | inhibition, % at 7.35 µM | hit rate 0.4% among 360,000 | AID 588664; in the data active = inhibition above about 5%, passing the limit was not always enough
Rpn11 inh: blocks the human proteasome subunit Rpn11; hit rate 0.59% among 360,000; calls only at 20 µM; O00487; human 26S proteasome, Ub4-pepOG fluorescence polarization; 20S core pre-blocked with epoxomicin;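 active = inhibition at 20 µM, scaled to each plate's controls, above about 33%, limit read from the data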
Target sequence (O00487 whole entry, looked up): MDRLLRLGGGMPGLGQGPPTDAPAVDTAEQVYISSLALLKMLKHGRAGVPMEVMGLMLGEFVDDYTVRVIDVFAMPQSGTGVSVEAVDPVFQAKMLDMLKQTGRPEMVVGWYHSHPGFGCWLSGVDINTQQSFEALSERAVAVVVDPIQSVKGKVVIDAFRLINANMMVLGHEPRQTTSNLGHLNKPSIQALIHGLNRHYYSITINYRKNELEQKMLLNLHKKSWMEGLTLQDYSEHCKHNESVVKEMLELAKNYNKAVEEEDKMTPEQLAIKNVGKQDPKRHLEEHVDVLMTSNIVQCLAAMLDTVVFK
Scp1 inh: Scp-1 (human) phosphatase inhibition; Q9GZU7; inhibition, % at 20 µM; AID 493091; hit rate 0.88% among 340,000; Recombinant Scp1, phosphopeptide, malachite green phosphate absorbance;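 active = inhibition above about 50% at 20 µM, limit read from the data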;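 also: plate controls were DMSO wells with enzyme for no effect and wells lacking enzyme for full effect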
Target sequence (Q9GZU7 76-261 limits assumed): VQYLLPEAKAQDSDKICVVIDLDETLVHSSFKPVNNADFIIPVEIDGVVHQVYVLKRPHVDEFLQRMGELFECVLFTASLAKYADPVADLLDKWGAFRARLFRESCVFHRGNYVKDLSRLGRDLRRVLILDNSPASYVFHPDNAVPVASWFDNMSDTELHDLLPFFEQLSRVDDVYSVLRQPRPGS
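Test system: SCP-1 catalytic domain; Buffer or medium: Acidic Tris acetate buffer with magnesium and detergent; Also added: Phosphorylated 17-residue peptide substrate; Compound: single 20 µM dose, 1% DMSO; Schedule: enzyme reaction 45 min at room temperature, colour 5 min, stabilisation 30 min; Signal: Phosphate-binding colour reagent, absorbance read at 630 nm.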
SUMO1 PPI mod: alters human SUMO1 binding to SIM partners; SUMO1 binding to a labelled peptide, TR-FRET, 1 h; P63165; inhibition, % at 20 µM; hit rate 0.33% among 360,000; in the data active = inhibition above about 37%
Target sequence (P63165 whole entry, looked up): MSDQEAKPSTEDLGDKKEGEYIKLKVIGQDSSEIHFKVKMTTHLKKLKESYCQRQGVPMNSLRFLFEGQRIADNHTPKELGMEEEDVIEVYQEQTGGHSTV
Active calls of the source: *; i = inactive; / = no result given.

Key to letters: A = CSN deneddyl inh; B = NadD block; C = LMPTP block; D = DNMT1 inh; E = Neddyl block; F = STEP inh; G = Rin1-Abl PPI inh; H = Rpn11 inh; I = Scp1 inh; J = SUMO1 PPI mod
> COc1ccc(/C=N/NC(=O)c2ccc(CN3c4cccc5cccc(c45)S3(=O)=O)cc2)cc1
  A: 1.1	B: 31.4*	C: 1.4	D: -12.9	E: /	F: 4.1	G: -2.2	H: i	I: 4.3	J: -3.1
> O=C1NC(=O)C2(CCCCCCC2)N1
  A: -2.1	B: -1.6	C: -3.7	D: 2.1	E: i	F: 0.2	G: 1.0	H: i	I: -6.7	J: 3.8
> COc1ccc(/C=N\N2CCN(Cc3ccccc3Cl)CC2)cc1
  A: -2.0	B: 15.1	C: -2.0	D: -5.9	E: i	F: -0.6	G: 2.2	H: i	I: 0.1	J: -6.5
> CC(C)(C)c1ccc(/C=C2/SC(N3CCCC3)=NC2=O)cc1
  A: 0.6	B: 5.7	C: 2.6	D: 2.2	E: i	F: 3.5	G: -3.0	H: i	I: 2.7	J: -27.0
> Cc1cccc(C)c1OCC(=O)N(Cc1cccs1)C1CCS(=O)(=O)C1 (stereo not drawn)
  A: 2.1	B: 4.3	C: -1.6	D: 1.3	E: i	F: -1.6	G: -0.5	H: i	I: 8.7	J: -0.6
> CN(C)S(=O)(=O)c1cccc(C(=O)C2=C3SC=C(c4ccccc4)N3CC2)c1
  A: 7.9	B: 20.4	C: 2.2	D: -6.6	E: i	F: 1.7	G: 3.6	H: i	I: -10.3	J: 2.0
> COCCN(C(=O)CSc1n[nH]c(-c2ccccc2)n1)c1c(N)n(CC(C)C)c(=O)[nH]c1=O
  A: 2.7	B: 0.0	C: 0.7	D: 0.3	E: i	F: -1.2	G: -0.8	H: i	I: 2.2	J: -1.5
> CCN(CCCNC(=O)CCC(=O)N1CCOc2ccccc21)Cc1ccccc1
  A: 0.9	B: -0.2	C: -1.6	D: 6.1	E: i	F: -0.2	G: -1.4	H: i	I: 2.4	J: -6.1
> CN1C(=C2C(=O)OC(C)(C)OC2=O)Sc2ccccc21
  A: 1.0	B: -1.7	C: -1.0	D: 0.5	E: i	F: -3.4	G: -0.8	H: i	I: -8.0	J: 2.1
> Cc1ccc(C(=O)NC(=C(Cl)Cl)S(=O)(=O)c2ccc(C)cc2)cc1
  A: -6.7	B: -5.0	C: 0.2	D: 5.0	E: i	F: -1.7	G: -1.6	H: i	I: -2.6	J: 0.6

(cont.)
Key to letters: A = CSN deneddyl inh; B = NadD block; C = LMPTP block; D = DNMT1 inh; E = Neddyl block; F = STEP inh; G = Rin1-Abl PPI inh; H = Rpn11 inh; I = Scp1 inh; J = SUMO1 PPI mod
> Cc1nc(NC(=O)c2cc3c(s2)CCCCC3)sc1C(=O)N(C)C
  A: -1.9	B: -2.2	C: 1.6	D: -3.4	E: i	F: -2.7	G: -5.8	H: i	I: -6.2	J: 3.1
> COc1ccc(NC(=S)NC(NC(=O)c2cccc3ccccc23)C(Cl)(Cl)Cl)c([N+](=O)[O-])c1 (stereo not drawn)
  A: 2.2	B: 13.2	C: 2.8	D: -14.7	E: i	F: 2.7	G: -1.6	H: i	I: -12.2	J: -9.5
> COC(=O)Cc1c(C(=O)OC)nnn1-c1ccc(OC(F)(F)F)cc1
  A: -9.4	B: 8.6	C: -1.5	D: 2.4	E: i	F: -2.5	G: -3.8	H: i	I: -9.6	J: 1.2
> COc1cc(/C=C2\N=C(C)OC2=O)cc(OC)c1OC
  A: -1.4	B: -6.6	C: -2.2	D: -2.1	E: i	F: -1.5	G: 2.4	H: i	I: -4.7	J: 0.4
> CC(C)NC(=O)C1(C)CCN1C(=O)C/C=C/c1ccccc1 (stereo not drawn)
  A: -4.8	B: -4.4	C: 0.6	D: 2.1	E: i	F: -2.9	G: -4.7	H: i	I: /	J: 1.1
> O=S(=O)(Nc1ccc(-n2cnnn2)cc1)c1ccc(Cl)s1
  A: -0.1	B: -3.4	C: -0.2	D: 3.0	E: i	F: -0.1	G: 1.1	H: i	I: -6.7	J: 1.7
> CC(C)CC(=O)NC(=S)Nc1cccc(NC(=O)c2ccccc2Cl)c1
  A: 1.4	B: -0.2	C: -1.5	D: -5.9	E: i	F: -2.1	G: 4.2	H: i	I: -8.1	J: 2.2
> C[C@@H]1COC(=O)[C@H](CC(=O)OC(C)(C)C)C/C=C\C[C@@H](CC(=O)N(CCO)Cc2ccccc2)C(=O)N1
  A: -4.1	B: 1.7	C: 1.3	D: 0.6	E: i	F: -2.0	G: 1.8	H: i	I: 4.4	J: 2.3
> O=C(CSc1nc(O)c(Cc2ccccc2)c(=O)[nH]1)Nc1nnc(SCc2ccccc2)s1
  A: 1.3	B: 11.4	C: 1.1	D: -2.4	E: i	F: 1.1	G: 6.7	H: i	I: -3.3	J: 10.6
> C=CCNc1nc(S(=O)Cc2ccc(C)cc2)nc2c1CCCC2 (stereo not drawn)
  A: -2.4	B: 3.2	C: 0.5	D: 0.9	E: i	F: -1.2	G: 2.7	H: i	I: -1.4	J: 0.9

Later entries.
Key to letters: A = CSN deneddyl inh; B = NadD block; C = LMPTP block; D = DNMT1 inh; E = Neddyl block; F = STEP inh; G = Rin1-Abl PPI inh; H = Rpn11 inh; I = Scp1 inh; J = SUMO1 PPI mod
> O=C(Nc1ccc(Cl)cc1)N[C@H]1CC[C@H](CCn2cc(-c3ccccc3F)nn2)O[C@@H]1CO
  A: 3.1	B: /	C: 1.9	D: /	E: i	F: /	G: /	H: /	I: /	J: 2.8
> CC(C)C(NS(=O)(=O)c1ccc(Br)s1)C(=O)O (stereo not drawn)
  A: -2.9	B: -1.6	C: -2.9	D: 2.4	E: i	F: -7.3	G: 2.2	H: i	I: -3.2	J: -0.7
> O=C(Nc1cccc(F)c1)c1cccnc1
  A: -4.2	B: -0.6	C: -0.1	D: 18.9	E: i	F: -2.5	G: -4.2	H: i	I: -6.5	J: 0.3
> CCOc1ccc(N=C2NC(=O)C(CC(=O)Nc3ccc(OC)cc3)S2)cc1 (stereo not drawn)
  A: 3.4	B: 0.1	C: -2.6	D: 9.0	E: i	F: -0.3	G: -0.9	H: i	I: 27.5	J: -0.9
> CC(=O)c1ccc(NC(=O)CN2C(=O)CCC2=O)cc1
  A: 2.9	B: -5.8	C: 0.2	D: -3.8	E: i	F: 0.7	G: 0.1	H: i	I: -6.5	J: 1.0
> COCC1CCN(C(=O)c2cc(COc3ccc4ncccc4c3)on2)CC1
  A: -9.8	B: -1.2	C: 1.5	D: 2.2	E: i	F: -1.1	G: -0.2	H: i	I: -2.3	J: 0.7
> CC(C)NC(=O)Cn1nnc(-c2ccc(Cl)cc2)n1
  A: 6.3	B: 2.3	C: -0.9	D: -1.1	E: i	F: -1.4	G: -2.9	H: i	I: -7.7	J: 0.8
> Cc1ccc2nc(N3CCOCC3)c(C=O)c(=O)n2c1
  A: -5.2	B: -0.9	C: -0.7	D: -1.5	E: i	F: -0.5	G: -0.1	H: i	I: -10.9	J: -12.5
> O=C(c1ccc(N2CCCCC2)c([N+](=O)[O-])c1)N1CCN(c2ccccn2)CC1
  A: -0.3	B: -4.6	C: 0.3	D: -0.8	E: i	F: -0.3	G: -4.5	H: i	I: -5.6	J: -33.2
> COc1ccc(C(=O)NCC2OCCc3ccccc32)c(O)c1 (stereo not drawn)
  A: 4.1	B: -2.9	C: 0.0	D: 7.1	E: i	F: 8.2	G: 5.4	H: i	I: -7.2	J: 4.8

Shown tab-delimited: four of the compounds above
SMILES	CSN deneddyl inh	NadD block	LMPTP block	DNMT1 inh	Neddyl block	STEP inh	Rin1-Abl PPI inh	Rpn11 inh	Scp1 inh	SUMO1 PPI mod
CC(C)C(NS(=O)(=O)c1ccc(Br)s1)C(=O)O (stereo not drawn)	-2.9	-1.6	-2.9	2.4	i	-7.3	2.2	i	-3.2	-0.7
CC(=O)c1ccc(NC(=O)CN2C(=O)CCC2=O)cc1	2.9	-5.8	0.2	-3.8	i	0.7	0.1	i	-6.5	1.0
O=C(c1ccc(N2CCCCC2)c([N+](=O)[O-])c1)N1CCN(c2ccccn2)CC1	-0.3	-4.6	0.3	-0.8	i	-0.3	-4.5	i	-5.6	-33.2
O=C(Nc1ccc(Cl)cc1)N[C@H]1CC[C@H](CCn2cc(-c3ccccc3F)nn2)O[C@@H]1CO	3.1	/	1.9	/	i	/	/	/	/	2.8

Remaining list, next part.
Key to letters: A = CSN deneddyl inh; B = NadD block; C = LMPTP block; D = DNMT1 inh; E = Neddyl block; F = STEP inh; G = Rin1-Abl PPI inh; H = Rpn11 inh; I = Scp1 inh; J = SUMO1 PPI mod
> CC1CCCCC1NC(=O)c1cccc(NC2=NC3CS(=O)(=O)CC3S2)c1 (stereo not drawn)
  A: 0.1	B: 3.2	C: 0.8	D: 3.9	E: i	F: -2.8	G: 0.1	H: i	I: -9.2	J: -3.0
> CCOc1ccc(-c2nnc3ccc(SCC(=O)Nc4nc5ccc(C)cc5s4)nn23)cc1
  A: -11.5	B: 7.2	C: 0.4	D: -11.7	E: i	F: -1.6	G: -1.4	H: i	I: -2.4	J: -2.7
> C=C(C)CCC(C)N1CCC(n2nccc2NC(=O)CCCc2ccccc2)CC1 (stereo not drawn)
  A: 5.7	B: -10.9	C: -0.7	D: -1.0	E: i	F: -0.5	G: 0.7	H: i	I: -2.5	J: 1.8
> Cc1cc(C)n2c(SCCO)nnc2n1
  A: -0.6	B: -1.7	C: -0.8	D: -1.8	E: i	F: -1.4	G: 5.6	H: i	I: -6.6	J: 2.8
> CCn1cc(SCC(=O)NC2CCCC2)c2ccccc21
  A: 1.0	B: -4.1	C: 0.1	D: -1.4	E: i	F: -2.2	G: -0.9	H: i	I: -1.8	J: 0.4
> O=C(O)CCC(=O)NC1CCCCCCC1
  A: 3.3	B: -1.9	C: -0.5	D: 0.9	E: i	F: 0.6	G: -1.9	H: i	I: -5.5	J: -2.5
> Cc1nc(S(=O)(=O)c2ccc(Cl)cc2)c(N(C)C)o1
  A: 5.2	B: 2.7	C: -0.7	D: 0.6	E: i	F: -0.6	G: 0.0	H: i	I: -11.3	J: 2.6
> COc1cc(C)c(S(=O)(=O)N2CCOCC2)cc1C
  A: -1.6	B: 8.5	C: 0.3	D: -0.9	E: i	F: -1.6	G: -0.5	H: i	I: -10.5	J: 3.7
> COc1ccccc1-c1cccc(-c2nc(C(=O)N3CCCCC3)cc3c2[C@H](CCO)N(S(=O)C(C)(C)C)C3)c1 (stereo partly drawn)
  A: -0.1	B: -0.8	C: -0.9	D: 0.1	E: i	F: 2.0	G: -0.2	H: i	I: /	J: 0.5
> Cc1nc(-c2cccnc2)sc1C(N)=O
  A: 1.8	B: 2.8	C: -2.0	D: 2.5	E: i	F: 0.8	G: -6.8	H: i	I: -10.8	J: 0.4

With a hit mark in NadD block (from the list above):
mol | CSN deneddyl inh | NadD block | LMPTP block | DNMT1 inh | Neddyl block | Rin1-Abl PPI inh | Rpn11 inh | Scp1 inh | SUMO1 PPI mod
COc1ccc(/C=N/NC(=O)c2ccc(CN3c4cccc5cccc(c45)S3(=O)=O)cc2)cc1 | 1.1 | 31.4* | 1.4 | -12.9 | / | -2.2 | i | 4.3 | -3.1
